SUMO Mot1 rescue: inhibitors of SUMOylation pathway: yeast Mot1-301 growth rescue; growth rescue, % at 18.8 µM; actives 1% (n = 320,000); S. cerevisiae Mot1-301 growth rescue, ATP luminescence, 38.5C; percent above DMSO median, 100 means doubled; AID 2716;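 active = every valid replicate shows activation above 250% relative to neutral control wells; inactive = the rest, any valid replicate at or below 250%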;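 note: OY570 slx delta 5 strain wells were the positive control but not used for scaling; some compounds called inactive have numbers as strong as hits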
PvdQ inh: P. aeruginosa PvdQ acylase inhibition; purified PvdQ acylase, fluorescence plate reader; inhibition, % at 10 µM; actives 0.063% (n = 340,000); in the data active = inhibition above about 30%, passing the limit was not always enough;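 note: 0% = vehicle neutral wells and 100% = reference inhibitor wells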
Keap1 Nrf2 FP: Keap1-Nrf2 (human) interaction inhibition. inhibition, % at 9.4 µM. AID 504523. Keap1 Kelch-Nrf2 peptide fluorescence polarization, 1536-well. Q14145. actives 0.15% (n = 340,000); in the data active = inhibition above about 12%;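 note: human Keap1 Kelch domain with fluorescein labeled Nrf2 9mer peptide probe; 0% = neutral control wells and 100% = peptide positive control; higher means more block of Keap1 binding to Nrf2 peptide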
PfHsp90 set2: growth inhibition of yeast expressing Plasmodium Hsp90 | AID 504621 | S. cerevisiae expressing PfHsp90, BacTiter-Glo ATP, 48 h; yeast lacking PDR1 and PDR3 efflux regulators | inhibition, % at 9.4 µM | actives 0.32% (n = 310,000);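 active = every replicate shows inhibition above about 80%, whatever the replicate mean, limit read from the data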;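 note: 0% = DMSO neutral controls and 100% = 20 µM radicicol positive controls; yeast relying on Plasmodium falciparum Hsp90 in place of its own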
Rtt109 HAT inh: C. albicans Rtt109 histone acetyltransferase inhibition; purified Rtt109/Vps75, ThioGlo CoA-SH fluorescence, 4 h; inhibition, % at 34.9 µM; actives 0.16% (n = 330,000); AID 540336;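 active = inhibition of at least 50% in every replicate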
RTF Ca sens act: cardiac RTF calcium sensitization; P19429+P45379; IANBD-labeled TnC RTF fluorescence at EC20 calcium; 0% EC20 calcium, 100% full calcium; activation, % at 7.2 µM; actives 0.24% (n = 340,000); AID 493008;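 active = activation above the mean over all tested compounds plus 3 SD, cut at about 30% in these data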;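 note: rise in fluorescence read as greater calcium sensitivity of cardiac thin filaments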
Cardiac RTF inh: cardiac RTF calcium desensitization | P19429+P45379 | inhibition, % at 7.15 µM | IANBD-labeled cardiac RTF, Ca2+ fluorescence | actives 0.12% (n = 340,000);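 active = inhibition above the mean inhibition of all tested compounds plus 3 SD, cut at about 17% in these data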;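 note: assay run at fixed EC70 calcium of 1.6 mM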
C-LANA FP: blocks KSHV LANA C-terminal domain binding to DNA | MBP-C-LANA/FAM-LBS DNA binding, fluorescence polarization | inhibition, % at 9 µM | actives 0.078% (n = 340,000);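 active = highest replicate inhibition at or above 60% at 9 µM, even if other replicates fall short; inactive = all replicates below 60% inhibition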;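 note: 0% = neutral control wells and 100% = 4 µM acridine orange control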
NSD2 inh: NSD2 (human) methyltransferase inhibition. O96028. NSD2 peptide methylation, AlphaScreen, 120 min. inhibition, % at 12.5 µM. actives 0.54% (n = 310,000); in the data active = inhibition above about 50%
Target sequence (O96028 whole entry, looked up): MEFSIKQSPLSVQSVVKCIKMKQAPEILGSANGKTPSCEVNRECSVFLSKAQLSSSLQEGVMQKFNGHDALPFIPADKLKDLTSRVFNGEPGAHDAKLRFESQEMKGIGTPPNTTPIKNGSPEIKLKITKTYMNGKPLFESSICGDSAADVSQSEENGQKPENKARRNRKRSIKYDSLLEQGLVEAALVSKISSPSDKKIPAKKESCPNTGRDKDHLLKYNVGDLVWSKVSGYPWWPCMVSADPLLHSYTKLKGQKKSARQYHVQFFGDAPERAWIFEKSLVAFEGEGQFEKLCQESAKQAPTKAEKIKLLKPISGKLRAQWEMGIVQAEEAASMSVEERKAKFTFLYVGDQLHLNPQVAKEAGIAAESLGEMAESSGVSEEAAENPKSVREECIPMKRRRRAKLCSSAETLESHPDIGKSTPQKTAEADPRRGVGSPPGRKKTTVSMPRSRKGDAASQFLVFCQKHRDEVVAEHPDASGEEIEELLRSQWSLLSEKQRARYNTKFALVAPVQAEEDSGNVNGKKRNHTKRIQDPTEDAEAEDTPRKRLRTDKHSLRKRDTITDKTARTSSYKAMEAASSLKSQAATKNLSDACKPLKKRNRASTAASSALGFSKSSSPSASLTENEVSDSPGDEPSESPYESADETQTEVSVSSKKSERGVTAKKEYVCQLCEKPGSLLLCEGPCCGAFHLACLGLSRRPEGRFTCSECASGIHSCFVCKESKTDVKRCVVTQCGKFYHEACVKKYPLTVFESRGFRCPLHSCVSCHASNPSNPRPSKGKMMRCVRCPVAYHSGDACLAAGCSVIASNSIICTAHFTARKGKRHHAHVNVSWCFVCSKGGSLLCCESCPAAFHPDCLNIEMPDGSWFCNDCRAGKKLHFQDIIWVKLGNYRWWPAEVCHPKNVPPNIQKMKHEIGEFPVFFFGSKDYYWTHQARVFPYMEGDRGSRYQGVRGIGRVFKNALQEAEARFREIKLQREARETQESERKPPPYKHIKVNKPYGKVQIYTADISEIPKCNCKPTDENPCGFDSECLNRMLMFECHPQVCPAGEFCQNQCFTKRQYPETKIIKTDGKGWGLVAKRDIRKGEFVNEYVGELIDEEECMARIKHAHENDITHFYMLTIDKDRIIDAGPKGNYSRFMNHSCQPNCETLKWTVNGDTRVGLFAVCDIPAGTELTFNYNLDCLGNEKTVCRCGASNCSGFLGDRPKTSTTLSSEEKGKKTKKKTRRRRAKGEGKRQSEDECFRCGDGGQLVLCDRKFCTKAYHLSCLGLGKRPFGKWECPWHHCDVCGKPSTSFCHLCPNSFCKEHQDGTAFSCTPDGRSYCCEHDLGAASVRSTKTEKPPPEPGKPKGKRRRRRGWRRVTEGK
dFosB act: mouse delta FosB homodimer activation. activation, % at 25 µM. P13346. actives 0.99% (n = 340,000). purified delta FosB, TAMRA-CDK5 oligo fluorescence polarization; percent of positive-control signal above neutral wells. AID 493131;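 active = mean activation above about 17%, with every replicate also reaching it, limit read from the data, passing the limit was not always enough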;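 note: fluorescence polarization rise as delta FosB binds a TAMRA Cdk5 AP-1 oligo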
CDK5 p35 inh: blocks human CDK5/p35 kinase activity. Q00535+Q15078. Recombinant CDK5/p35, ADP-Glo luminescence, 60 min. inhibition, % at 10 µM. actives 0.01% (n = 330,000). AID 488839;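 active = highest replicate inhibition of at least 50% and at least 75% of replicates reaching 50%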;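 note: plate controls were DMSO neutral control for no effect and GW8510 at 10 µM for full effect; many of its hits are not listed in these tables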
An asterisk follows results filed as active; . = not tested or not shown.

SMILES	SUMO Mot1 rescue	PvdQ inh	Keap1 Nrf2 FP	PfHsp90 set2	Rtt109 HAT inh	RTF Ca sens act	Cardiac RTF inh	C-LANA FP	NSD2 inh	dFosB act	CDK5 p35 inh
COc1ccc2cc3cc(C(=O)NCCC(C)C)oc3nc2c1	8	-25	-1	5	-4	-1	-5	2.4	-1	-18	1.5
CCOCCn1c(CN2CCN(c3cccc(Cl)c3)CC2)nc2c1c(=O)n(C)c(=O)n2C	49	0	-5	25	11	3	-5	0.4	.	0	-3.4
CCOc1ccc2nc(N(Cc3ccccc3)C(=O)CCNC(C)=O)sc2c1	-6	-17	1	-5	1	2	-2	-0.2	-4	-7	0.9
COc1ccc(Cl)cc1C(=O)NNC(=O)COC(=O)c1cccs1	-3	13	-4	52	-5	1	4	1.4	-2	0	0.0
CCOc1ccc(NC(=O)CN(C)C(=O)c2cn(-c3ccccc3)nc2-c2cccs2)cc1OCC	-9	-1	4	7	26	1	1	0.0	-1	10	1.9
CCCC1C2C(=O)N(c3ccccc3OC)C(=O)C2ON1c1ccccc1 (configuration not stated)	-11	-7	-3	-16	0	6	3	2.0	-6	0	-3.9
CC[C@]12c3[nH]c4ccc(OC)cc4c3CCN1C(=O)C(CC(=O)NCCC1=CCCCC1)C[C@@H]2C(=O)N1CCN(C(=O)C2CC2)CC1 (some centres not stated)	.	-8	-3	5	1	2	-8	-1.0	.	-6	-4.5
O=C(Nc1ccc(S(=O)(=O)N2CCOCC2)cc1)c1cccnc1	2	-6	-2	-2	5	3	-8	-2.7	3	4	-0.8
C[C@H]1[C@H](c2ccccc2)C[C@@H](C(=O)O)C1(C)C	-6	-8	-4	-93	1	5	-16	-0.2	.	-7	-0.2
O=C(CSc1nc2ccccc2o1)N1CCCC1	-10	13	-3	-5	6	6	-2	-1.3	3	-5	2.6
COc1ccc(-c2nc(N)nc(C(F)(F)F)c2-c2cscn2)c(O)c1	-11	-4	-1	-2	-11	3	-4	-0.2	-1	-1	-0.5
COC(=O)CCCC1=CC2=CC(=O)C(C)(OC(=O)c3cccs3)C(=O)C2=CN1C1CC1 (configuration not stated)	1	-8	-5	-4	14	5	-9	0.7	.	-4	-3.3
S=C(NC1CCCC1)N1CCOCC1	8	2	-2	-4	6	0	-4	4.4	-3	3	2.4
COc1ccccc1Oc1ccc(N/C=C/C(=O)C(C)(C)C)cc1	12	-1	-3	25	-5	-3	6	0.1	-1	-5	-0.2
CC(=O)Oc1ccc(C(=O)Nc2ccccc2C(=O)Nc2cccc(C(=O)O)c2)cc1	-9	2	-2	-2	3	-4	-2	2.7	1	-2	-1.5
CCC(=O)Nc1ccc(-c2nnc(SCC(=O)N3CCCCC3)n2C)cc1	0	5	2	.	3	-1	-9	2.0	-2	4	0.0
O=C(Nc1ccc2c(c1)OCO2)c1cnn2c1NC(c1ccco1)CC2C(F)(F)F (configuration not stated)	-9	10	-4	4	-2	1	-5	0.2	0	1	4.2
Cc1cc(C(=O)COc2cccc3cccnc23)c(C)n1C	598*	8	24*	.	-13	53*	-134	38	15	-7	-0.5
N#Cc1ccccc1Cn1c(=O)n(CCCC(=O)NCc2ccc3c(c2)OCO3)c(=O)c2ccccc21	.	-14	-2	-9	2	1	2	2.0	-1	1	0.1
CC(=O)C1=C(C)NC(=O)NC1c1ccc(Cl)cc1 (configuration not stated)	-25	-9	-2	3	4	1	2	0.2	0	-3	0.9
O=C(O)c1ccc(-n2[nH]c3c(c2=O)CCCC3)cc1	-16	-9	-2	9	-10	7	-13	4.0	5	-3	-0.5
COc1ccc(OC)c(NC(=O)COC(=O)CN(C)S(=O)(=O)c2ccc(C)cc2)c1	3	13	3	-8	-1	0	7	2.0	8	3	0.8
CC1CCCN(CCOc2ccc(Br)cc2)C1 (configuration not stated)	293	9	-1	-2	.	-5	-19	3.8	4	-7	-0.1
CN1CCN(S(=O)(=O)c2cccc(C(=O)Nc3sccc3C#N)c2)CC1	56	-10	-35	6	0	14	-27	2.8	2	-5	-0.1
COc1ccc(N(Cc2cc3ccc(C)cc3[nH]c2=O)C(C)=O)cc1	-14	6	1	-1	-4	0	-3	3.3	0	-4	-2.6
Cc1ccc(-c2nnn(CC(=O)N(Cc3cccs3)C(C(=O)NC3CCCCC3)c3ccco3)n2)o1 (configuration not stated)	254	13	0	-13	-5	-3	-3	-0.8	37	10	1.9
O=C(CCC1N=C2c3ccccc3N=C(SCc3ccc(Cl)cc3)N2C1=O)NCc1ccco1 (configuration not stated)	-5	2	0	3	18	-9	2	5.0	0	-7	1.9
Cc1cc(-c2ccccc2)n2nc(N)nc2n1	341	-11	-8	27	-7	7	-7	-0.2	2	-4	-1.3
COc1ccccc1NC(=S)NCCSc1ccc(Cl)cc1	27	-9	-2	-1	-6	9	-15	-0.8	2	-7	0.6
Cc1ccc(C(=O)Nc2ccc3c(c2)OCCO3)cc1	-8	-4	3	3	-7	-2	-12	-0.6	-5	-5	4.4

3 entries already listed, arranged by their value in PvdQ inh, largest number first:
SMILES | PvdQ inh
COc1ccc(N(Cc2cc3ccc(C)cc3[nH]c2=O)C(C)=O)cc1 | 6
O=C(O)c1ccc(-n2[nH]c3c(c2=O)CCCC3)cc1 | -9
CN1CCN(S(=O)(=O)c2cccc(C(=O)Nc3sccc3C#N)c2)CC1 | -10

New compounds follow
SMILES	SUMO Mot1 rescue	PvdQ inh	Keap1 Nrf2 FP	PfHsp90 set2	Rtt109 HAT inh	RTF Ca sens act	Cardiac RTF inh	C-LANA FP	NSD2 inh	dFosB act	CDK5 p35 inh
Cc1ccc2cccc(NC(=O)c3ccc(Br)o3)c2n1	3	-8	-1	4	2	-7	6	0.2	-1	-15	0.8
Cc1ccc(CN(C)C(=O)C2CCC(=O)N(CC3CCCCC3)C2)o1 (configuration not stated)	-6	-13	-4	29	-1	0	-1	-0.5	-1	-10	-0.4
CC(C)c1nnc(NC(=O)CSc2ncn[nH]2)s1	5	-3	-1	4	2	-2	-11	1.7	.	-2	-2.4
COC(=O)C1=C(C)N(c2ccc(Cl)c(Cl)c2)C(=O)C1	55	-15	-5	-15	-2	0	-2	-2.5	7	-10	1.9
COc1ccc(Nc2nc(C(C)(C)C)nc3c2nnn3Cc2ccccc2Cl)cc1OC	-12	-19	-4	-26	-9	9	-15	-0.6	4	0	-1.9
CCn1c2ccccc2c2cc(NC(=O)c3cc(C)on3)ccc21	-4	-21	-5	-30	4	4	0	1.4	-1	-4	-6.2
O=c1cc(-c2ccccc2)[nH]c2cc(Cl)ccc12	247	17	4	5	-7	-5	-14	0.6	.	-4	-0.4
CC(Sc1nnc(-c2ccncc2)n1C)C(=O)NCC1CCCO1 (configuration not stated)	-10	-4	-4	8	3	1	2	-0.4	-1	2	-0.6
CCOC(=O)N1CCN(c2cc(=O)n(-c3ccccc3Cl)c(=O)[nH]2)CC1	3	5	-4	16	2	2	-2	0.6	.	0	6.3
Cc1c(CCCl)c(Cl)n2c(nc3ccccc32)c1C#N	.	-14	5	103*	-9	1	-6	2.2	.	-5	-0.9
Cc1c(C(=O)OCC(=O)N(C)C2CCS(=O)(=O)C2)oc2ccc(Br)cc12 (configuration not stated)	-3	-8	0	2	-1	-4	0	-0.6	4	-11	-0.7
COC(=O)c1c(-c2cccc(C)c2)csc1N	7	-12	4	5	-3	0	3	1.5	1	2	0.4
CC(=O)Nc1cccc(-c2nnc(SCC(=O)n3c4c(c5ccccc53)CCCC4)n2C)c1	11	-2	3	.	9	5	-5	-1.1	1	13	2.0
O=C1CC(c2ccccc2)CC(O)=C1C=NCc1ccc(Cl)c(Cl)c1 (configuration not stated)	.	-10	-4	27	5	8	-2	-0.9	20	-2	0.0
Cc1ccc(Cn2ccc(NC(=O)c3cc(C4CC4)on3)n2)cc1	-8	-12	-2	1	-1	2	0	-0.2	2	-6	-0.3
CCC1(C)Cc2nc3sc(C(=O)O)c(N)c3cc2CO1 (configuration not stated)	-4	0	-1	-24	-2	-4	-5	-0.4	7	-13	-0.8
CCOc1cc(N2CCOCC2)c(OCC)cc1NC(=O)c1ccc(C)cc1	13	-14	-1	25	2	4	-17	1.1	0	-11	-0.9
Cn1cccc1/C=C1/SC(=O)N(CC(=O)N2CCCC2)C1=O	2	-6	-6	27	1	0	6	1.5	0	1	-4.3
Cc1ccc2c(c1)=C(c1sc(N(C)c3ccc(O)cc3)nc1O)C(=O)N=2	-9	10	-2	-2	0	-2	2	0.5	-1	-36	1.6
CCOC(=O)c1oc2ccccc2c1NC(=O)CCl	-10	-20	-4	-17	-3	-3	-6	-3.5	-3	-2	1.1
CCOCCCN1C(=O)C(O)=C(C(C)=O)C1c1cccs1 (configuration not stated)	7	2	-1	10	-23	-1	-5	1.3	18	7	-2.3
COc1cccc(/C=N/Nc2ncnc(Cl)c2N)c1O	-14	2	3	18	5	-1	-1	0.6	-1	0	2.1
CC(C)c1nnc(NC(=O)COC(=O)/C=C/c2ccc([N+](=O)[O-])cc2)s1	190	-7	-3	-13	-1	-4	-4	-0.4	1	11	-1.8
COC(=O)c1cc(OC)c(OC)cc1N1C(=O)CCCC1=O	1	6	4	-1	-3	0	2	-1.6	-1	-6	1.4
COc1ccc(CN(C)CC(=O)NC(=O)NCc2ccccc2)cc1OC	-11	-22	-2	-43	2	-2	-10	0.5	10	-10	1.7
CCc1ccc[n+](-c2nc([O-])sc2C=O)c1	9	-5	0	7	8	-9	-4	3.0	-5	4	-0.9
O=C(O)Cc1ccc(NC(=O)Nc2cccc3ccccc23)cc1	-13	-3	-4	-10	4	-3	-9	0.3	12	9	0.3
CCn1c(SCC(=O)C(C)(C)C)nnc1-c1ccccc1OC	0	-5	-3	64	1	-1	-2	1.8	-1	2	-3.2
Cc1ccc([N+](=O)[O-])c(C(=O)Nc2cccnc2Cl)c1	-3	9	-5	12	.	-6	1	0.3	-1	-11	-0.5
COc1cc(S(=O)(=O)N2CCOCC2)ccc1NC(=O)COC(=O)c1ccccn1	-6	1	0	11	3	-1	4	0.1	1	1	0.2
CC1SC(=NC(=O)C(C)N2C(=O)c3ccccc3C2=O)NC1=O (configuration not stated)	.	-9	-3	22	16	4	-3	0.4	.	-15	2.0
Cc1ccc(N(CC(=O)NCC2CCCO2)C(=O)CCC(=O)Nc2nccs2)cc1 (configuration not stated)	-10	-12	-1	10	-6	-6	-1	-3.0	-1	-10	0.9
CC1CCN(C(=O)COc2cccc3c2CCN(Cc2ccccc2)C3=O)CC1	.	3	-7	.	20	3	-3	0.0	26	-8	1.3
CC(C)(C)c1ccc(CSc2nc(N)cc(=O)[nH]2)cc1	12	16	0	-5	16	-3	1	5.2	1	-6	-0.4
Clc1ccc(CSc2nncn2-c2ccccn2)cc1	1	-9	0	-2	-3	-2	-7	-0.7	0	-4	-0.1

Compound activity as filed in PubChem BioAssay.
